Anthrax LF prot: inhibitors of Bacillus anthracis lethal factor protease | hit rate 0.12% among 360,000 | inhibition, % at 10 µM | AID 588501 | multiplex microsphere protease cleavage assay, LF; further: plate controls were buffer without enzyme for full effect and enzyme alone for no effect
Target sequence (P15917 whole entry, looked up): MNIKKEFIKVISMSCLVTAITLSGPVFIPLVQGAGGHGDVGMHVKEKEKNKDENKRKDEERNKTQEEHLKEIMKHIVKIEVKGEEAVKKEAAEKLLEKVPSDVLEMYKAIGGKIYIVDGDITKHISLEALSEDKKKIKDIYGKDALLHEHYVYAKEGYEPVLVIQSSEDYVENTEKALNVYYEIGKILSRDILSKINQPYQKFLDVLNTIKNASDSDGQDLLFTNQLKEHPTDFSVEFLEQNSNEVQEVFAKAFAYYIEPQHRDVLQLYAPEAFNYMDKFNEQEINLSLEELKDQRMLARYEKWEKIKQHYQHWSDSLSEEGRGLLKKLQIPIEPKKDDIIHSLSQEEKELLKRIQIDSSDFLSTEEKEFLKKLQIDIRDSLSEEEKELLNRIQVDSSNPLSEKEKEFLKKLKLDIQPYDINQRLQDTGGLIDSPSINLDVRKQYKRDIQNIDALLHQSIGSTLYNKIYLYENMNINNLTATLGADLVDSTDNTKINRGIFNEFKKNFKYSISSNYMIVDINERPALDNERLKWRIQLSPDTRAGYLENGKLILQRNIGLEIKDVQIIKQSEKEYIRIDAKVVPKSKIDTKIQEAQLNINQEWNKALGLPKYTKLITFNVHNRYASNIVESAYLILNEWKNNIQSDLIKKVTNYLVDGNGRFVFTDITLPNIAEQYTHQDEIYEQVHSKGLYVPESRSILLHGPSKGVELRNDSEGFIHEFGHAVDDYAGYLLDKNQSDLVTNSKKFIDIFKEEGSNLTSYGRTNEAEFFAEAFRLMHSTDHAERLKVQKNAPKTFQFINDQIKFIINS
BoNT-A LC inh2: inhibitors of Botulinum neurotoxin A light chain protease. multiplex microsphere protease substrate cleavage, flow cytometry. inhibition, % at 10 µM. hit rate 0.17% among 360,000. AID 588499; further: plate controls were buffer without enzyme for full effect and enzyme alone for no effect
TcdB inh: inhibitors of Clostridioides difficile toxin B glycohydrolase; P18177; TcdB glycohydrolase enzymatic assay, plate reader; inhibition, % at 9.99 µM; hit rate 0.24% among 350,000; in the data active means inhibition above about 10%
BH1578 lux ind: inducers of Vibrio cholerae quorum light production without autoinducers; hit rate 0.16% among 350,000; AID 588436; V. cholerae BH1578 lux reporter, luminescence, 6 h; activation, % at 18.7 µM; in the data active means activation mostly above about 9.7%, no sharp cut-off; inconclusive means no clear call, values can overlap the other calls; inactive means mostly below about 3.7%; further: not every result past the cut was called active; inactives centre near 0; reference of the scale not given here
Y pestis TopoI: Y. pestis Topo-I inhibition via cleavage products; Y. pestis Topo-I cleavage product accumulation, plate reader; activity, % at 10 µM; hit rate 0.064% among 360,000; in the data active means activity above about 50%, passing the limit was not always enough; inconclusive means no clear call, values can overlap the other calls; further: inactives centre near 2
PrPC TRFRET: cell surface PrPC inhibition, primary TR-FRET screen; hit rate 0.43% among 370,000; inhibition, % at 13.8 µM; TR-FRET read-out; in the data active means inhibition above about 24%; further: 0% = median of the test wells and 100% = reference compound wells
SARS 3CLpro inh: SARS-CoV 3CLpro protease inhibition. recombinant SARS-CoV 3CLpro, quenched FRET peptide cleavage. P0C6X7. hit rate 0.14% among 290,000. inhibition, % at 6 µM; in the data active means inhibition above about 12%
PriA SSB inh: blocks PriA binding to SSB C-terminal tail; AlphaScreen SSBct-PriA binding, biotinylated peptide; inhibition, % at 33 µM; hit rate 0.6% among 430,000; in the data active means inhibition mostly above about 37%, no sharp cut-off; inactive means mostly below about 20%;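 further: plate controls were negative control peptide for no effect and reference peptide for full effect; strong numbers were not always called active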
PfHsp40 yeast: compounds rescuing yeast from Plasmodium falciparum HSP40 toxicity. AID 504582. growth rescue, % at 12.5 µM. S. cerevisiae expressing PfHsp40, growth rescue, ATP luminescence. hit rate 0.68% among 340,000; in the data active means growth rescue above about 28%, passing the limit was not always enough; inconclusive means no clear call, values can overlap the other calls;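 further: yeast W303a lacking pdr1 and pdr3 grown in galactose medium; growth measured after three days at 30 °C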
* hit, by the source's call; i = inactive; u = inconclusive; x = no result given. Unless noted, no stated cut-off is given here; in the data, active means inhibition above about 30%; inconclusive means no clear call, values can overlap the other calls; inactive means below that.

The opening 3 entries as a preview:
SMILES | Anthrax LF prot | BoNT-A LC inh2 | TcdB inh | BH1578 lux ind | Y pestis TopoI | PrPC TRFRET | SARS 3CLpro inh | PriA SSB inh | PfHsp40 yeast
COc1cccc(-c2c(NC(C)=O)n(C)c3ccccc3c2=O)c1 | -7 | 0.1 | 0.4 | 0.6 | 3 | -4 | -5 | -7 | 18
O=C(c1coc2ccccc2c1=O)N1CCN(c2cccc(C(F)(F)F)c2)CC1 | -10 | -4.0 | 1.6 | 0.9 | 18 | 1 | 1 | -1 | 0.6
CS(=O)(=O)N1CCN(C(=O)Cc2ccccc2Cl)CC1 | -5 | -0.2 | -3.7 | i | -12 | 13 | -1 | -22 | -0.1

All compounds of this part, previewed entries included:
SMILES | Anthrax LF prot | BoNT-A LC inh2 | TcdB inh | BH1578 lux ind | Y pestis TopoI | PrPC TRFRET | SARS 3CLpro inh | PriA SSB inh | PfHsp40 yeast
COc1cccc(-c2c(NC(C)=O)n(C)c3ccccc3c2=O)c1 | -7 | 0.1 | 0.4 | 0.6 | 3 | -4 | -5 | -7 | 18
O=C(c1coc2ccccc2c1=O)N1CCN(c2cccc(C(F)(F)F)c2)CC1 | -10 | -4.0 | 1.6 | 0.9 | 18 | 1 | 1 | -1 | 0.6
CS(=O)(=O)N1CCN(C(=O)Cc2ccccc2Cl)CC1 | -5 | -0.2 | -3.7 | i | -12 | 13 | -1 | -22 | -0.1
COc1ccc(/C=N/N2C(=O)CN(C(=O)c3ccccc3)C2c2ccc(OC)cc2)cc1 (stereo not drawn) | 4 | -1.0 | 1.5 | -1.2 | 22 | -10 | 0 | i | x
COc1cc(OC)c(N(C)S(=O)(=O)c2cccc(C(=O)OCC(=O)N3CCOCC3)c2)cc1Cl | 2 | -0.1 | 1.0 | -1.1 | 14 | 3 | x | -4 | 1.0
Cn1cc(Br)c(C(=O)NC(=S)N2CCN(c3ccccn3)CC2)n1 | -7 | -0.3 | 1.1 | i | 7 | -3 | 1 | -7 | 0.0
Cc1noc(C)c1C(=O)OC(C)C(=O)c1c[nH]c2ccccc12 (stereo not drawn) | 0 | 0.0 | 2.5 | i | -5 | 0 | x | x | x
CCN(c1ccccc1)S(=O)(=O)c1ccc(Cl)nc1 | -2 | 0.2 | -0.1 | -1.4 | 0 | 2 | 4 | -12 | -0.5
N=C(N)SCC1=CCS(=O)(=O)C1 | 18 | -4.0 | -0.1 | 0.3 | -4 | 5 | 1 | -1 | 0.9
Cc1cc(C)n2nc(C(=O)OCC(=O)NCc3ccc(F)cc3)nc2n1 | 5 | 0.6 | 6.9 | 1.3 | -1 | 0 | x | 2 | 0.1
Cc1ccc2c(c1)c1ncn(CCC3=CCCCC3)c(=O)c1n2C | -7 | -0.5 | x | -0.4 | 10 | 6 | 10 | -6 | -0.4
COCc1nnc(NC(=O)c2c(-c3c(Cl)cccc3Cl)noc2C)s1 | 6 | -4.4 | 1.8 | -3.3 | -9 | 1 | 0 | 3 | 4.7
CCS(=O)(=O)c1nc(S(=O)(=O)c2ccc(C)cc2)c(NCCN2CCOCC2)s1 | 6 | 8.9 | 0.0 | -0.2 | 10 | 5 | -2 | -4 | 0.2
CC(C)(C)OC(=O)N1CCN(C(=O)c2nc[nH]c2C(=O)N2CCN(C(=O)OC(C)(C)C)CC2)CC1 | 3 | 0.2 | 0.2 | 0.0 | 1 | 1 | x | 6 | -0.1
Cc1cc(C)n(C(=O)CN2C(=O)c3ccccc3C2=O)n1 | -1 | 0.6 | -0.4 | -0.4 | 4 | 0 | 2 | 8 | -0.5
COc1cc(OC)c(OC)cc1C=Cc1ccc2ccccc2n1 | -7 | 0.1 | 0.7 | i | 17 | -12 | x | x | x
FC(F)(F)c1nnc2ccc(NCn3nnc4ccccc43)nn12 | -4 | -0.8 | x | -7.7 | -5 | 0 | 4 | -7 | 0.0
Cc1ccc(CS(=O)(=O)c2ccc(C(=O)N3CCN(c4ccccn4)CC3)cc2[N+](=O)[O-])cc1 | -1 | -0.8 | 0.4 | -0.3 | 21 | 3 | 7 | 6 | 0.3
CN(Cc1ccco1)C(=O)Cn1c(=O)oc2cc(S(=O)(=O)NCc3ccccc3)ccc21 | -4 | 0.3 | 0.8 | -0.2 | -3 | 12 | -1 | -11 | 1.9
COc1cccc(-c2c(C(=O)N/N=C(\C)c3ccc(Cl)s3)nnn2-c2nonc2N)c1 | 1 | 1.7 | 1.8 | -6.7 | 6 | 3 | 9 | x | -1.5
O=C(NCCc1ccccc1)c1ccc(Cl)nc1 | -2 | 0.8 | x | x | -2 | 1 | -3 | -10 | 0.3
COc1cc(OC)c(C(=O)NCc2cccnc2)cc1OC | -6 | -0.3 | 2.3 | i | 0 | -9 | 0 | 0 | -0.8
CCn1c(COc2cccc(OC)c2)nnc1SCC(=O)NC1CCCC1 | 8 | -3.5 | -1.2 | -0.2 | 6 | 5 | -5 | -11 | 0.1
CCOCCCn1c(=NC(C)=O)c(C#N)cc2c(=O)n3ccccc3nc21 | -4 | 4.1 | x | -1.3 | -4 | -26 | 0 | 5 | 0.8
Cc1cccc(N2CC(C(=O)NCc3ccco3)CC2=O)c1C (stereo not drawn) | -5 | 1.2 | 0.6 | i | 4 | -3 | x | -9 | 0.2
New compounds follow:
SMILES | Anthrax LF prot | BoNT-A LC inh2 | TcdB inh | BH1578 lux ind | Y pestis TopoI | PrPC TRFRET | SARS 3CLpro inh | PriA SSB inh | PfHsp40 yeast
Cc1ccc(-c2ccc(CN3C(C)C(=O)N(Cc4cn(Cc5ccco5)nn4)CCS3(=O)=O)cc2)c(C)c1 (stereo not drawn) | 4 | 0.5 | 0.7 | x | x | 5 | x | x | x
CC(=O)Nc1cc2c(cc1Br)-c1ccccc1C2 | 3 | -0.3 | -0.1 | i | 7 | 5 | x | -4 | 0.0
CC(=O)CCS(=O)(=O)c1ccc(C)c(C)c1 | -8 | -1.1 | x | i | 1 | 0 | 3 | -19 | 0.7
CN(C(=S)NC(=O)c1ccc(F)cc1)C1CCCCC1 | x | x | 0.4 | -0.4 | 15 | 0 | -1 | 34 | 0.3
Cn1cc(Cl)c(C(=O)Nc2nc3ccc(Cl)cc3s2)n1 | -4 | 0.4 | x | i | 2 | -7 | 7 | 1 | 3.7
Cc1cccc(N2CCN(C(=O)C3CCN(c4nnc(-n5cccc5)s4)CC3)CC2C)c1 (stereo not drawn) | -8 | -0.9 | 0.6 | -0.2 | 25 | -2 | 0 | -5 | 2.7
COc1ccccc1C(C[N+](=O)[O-])c1c[nH]c2ccccc12 (stereo not drawn) | -11 | u | -3.2 | i | 9 | 3 | 1 | 2 | 0.4
O=C(N/N=C/c1cccc(O)c1)C(=O)N1CCCCCC1 | -3 | -2.8 | -5.7 | -0.3 | -6 | 5 | 0 | x | -0.1
O=C(CCCN1C(=O)CCC1=O)Nc1ccc(Br)cc1F | 0 | 0.4 | x | -0.1 | -10 | 1 | 3 | -2 | -0.4
COc1ccc2cc(N3CCCC3=O)ccc2c1 | -2 | -1.3 | 0.6 | -4.3 | 7 | -3 | x | -17 | -0.4
COc1cc(C=O)ccc1OCCOCCOc1c(C)cc(Cl)cc1Cl | 2 | 1.0 | x | 1.9 | 12 | 11 | 2 | -21 | 2.4
OCCC1CN(Cc2nc3c(s2)CCCC3)CCN1CCc1ccccc1 (stereo not drawn) | -3 | -1.0 | 0.5 | -0.8 | 14 | -3 | -4 | 13 | 0.5
CC(C)c1nnc(NC(=O)CCC(=O)N2CCN(c3ccccc3F)CC2)s1 | 0 | -0.9 | -0.3 | -0.3 | 8 | -1 | 2 | -10 | 1.5
CCc1nc(N2CCN(S(C)(=O)=O)CC2)c2c3c(sc2n1)CCCC3 | -3 | -1.1 | 0.3 | -0.3 | 14 | 13 | 3 | 6 | 2.2
CC(C)Cc1cc(C(=O)N2CCCC(C(=O)c3cc(F)ccc3F)C2)no1 (stereo not drawn) | -2 | 0.8 | 1.0 | 0.3 | 35 | -6 | -5 | -14 | 0.4
CCN(CC)C(=O)OCc1c(-c2cccc(OC)c2)ncc2ccccc12 | 2 | -0.4 | 0.3 | i | 15 | 1 | x | -9 | 24
COc1ccc(C(=O)N2CCC2(C)C(=O)NC(C)C)cc1OC (stereo not drawn) | -3 | 0.0 | 2.3 | i | 9 | 0 | x | x | x
COc1ccc(C(=O)C(CCCCC(CN(C)C)C(=O)c2ccc(OC)cc2)CN(C)C)cc1 (stereo not drawn) | 1 | -0.8 | x | -0.2 | -16 | -20 | 2 | 12 | 0.1
CC(OC(=O)CCCC(=O)Nc1ccc(F)cc1)C(=O)c1ccccc1 (stereo not drawn) | 1 | -0.6 | -1.5 | -0.2 | 7 | 0 | -1 | -2 | -0.2
CC(Sc1ncnc2ccccc12)C(=O)Nc1ccc2c(c1)OCO2 (stereo not drawn) | -4 | 2.7 | x | -0.3 | 12 | 29* | -3 | -15 | 42*
COc1ccc(/C(O)=C2/C(=O)C(=O)N(CCN3CCOCC3)C2c2ccc(C)cc2)cc1 (stereo not drawn) | 0 | -0.7 | x | -0.4 | -13 | -2 | -4 | x | 0.4
CC(=O)c1ccc(N2CCN(S(=O)(=O)c3ccc4c(c3)NC(=O)CO4)CC2)cc1 | 0 | 2.1 | 0.9 | i | -4 | 5 | 6 | 0 | 0.7
Cc1cc(C)c2c(CN3CC(C)OC(C)C3)cc(=O)oc2c1C (stereo not drawn) | 10 | -1.6 | -0.5 | -0.9 | 21 | -5 | -5 | -15 | x
S=C(NCCN1CCOCC1)Nc1ccc(Cl)cc1Cl | -1 | 0.1 | 0.6 | -0.4 | 0 | -4 | 9 | -15 | 1.5
CC(C)(C)n1nnnc1SCC(=O)Nc1nn(-c2ccccc2)nc1C(N)=O | -4 | -1.2 | 0.1 | i | 2 | -2 | 4 | 3 | -0.5
(list continues)
SMILES | Anthrax LF prot | BoNT-A LC inh2 | TcdB inh | BH1578 lux ind | Y pestis TopoI | PrPC TRFRET | SARS 3CLpro inh | PriA SSB inh | PfHsp40 yeast
Cc1cccc(NS(=O)(=O)c2ccc3[nH]c(=O)[nH]c3c2)c1C | -4 | 0.1 | -0.1 | i | -10 | -1 | -2 | -4 | -0.8
Cc1cc(C)c(NC(=O)C2CCCCN2C)c(C)c1 (stereo not drawn) | -3 | 0.0 | x | 1.6 | 11 | 0 | 2 | 8 | -0.6
O=C(Nc1ccccc1C(=O)NCc1ccccc1)C1=CSCCO1 | -2 | 0.4 | -0.2 | -0.3 | 9 | 5 | -1 | -9 | -0.6
CCOc1ccc(C(=O)Nc2ccc(-c3nc4ccccc4[nH]3)cc2)cc1[N+](=O)[O-] | 1 | 0.3 | x | -4.5 | -6 | -3 | 0 | -4 | 14
CC(C)CN=c1cc(-c2ccccc2)oc2ccc(Cl)cc12 | -5 | -0.5 | x | i | -14 | -12 | -4 | -17 | 3.9
CCOC(=O)CSc1nc2cc(C(F)(F)F)cnc2n1C | -177 | -321 | -0.4 | -0.6 | 1 | 7 | 5 | -3 | -1.1
Clc1ccc(-c2nnsc2SCc2ccccc2)cc1 | -2 | -2.0 | x | i | -11 | 2 | 8 | -17 | -2.2
CCOC(=O)c1ccc(N2CN(CCc3ccccc3)CNC2=S)cc1 | -6 | 1.5 | x | -0.3 | 26 | 3 | 0 | 3 | 2.1
O=C(COC(=O)c1cc(-c2ccco2)nc2ccccc12)NCc1ccc2c(c1)OCO2 | -6 | 1.1 | x | i | 1 | -2 | 4 | -17 | -0.8
Cc1ccc(-n2nc3c(=O)n(CCCC(=O)NCCN4CCN(C)CC4)nc(C)c3c2C)cc1 | -1 | -1.0 | 0.9 | -0.4 | -2 | 5 | -1 | 1 | -0.8
CCc1sc(C(=O)NCc2cc(C)n(C)n2)cc1Br | -4 | -0.2 | x | i | -1 | 8 | 0 | -5 | 0.2
CC(Sc1n[nH]c(N)n1)C(=O)Nc1cccc2ccccc12 (stereo not drawn) | -4 | 0.3 | 0.6 | -1.3 | -8 | 6 | x | -9 | 1.0
O=C(CCC(=O)N1CCN(c2ccc(Cl)c(Cl)c2)CC1)c1ccccc1 | -2 | 0.5 | 1.0 | -1.7 | 44 | 1 | 8 | -4 | 6.8
CN(C)C(=O)Oc1ccc(OCc2cccc[n+]2C)cc1 | -1 | -0.4 | 1.0 | -2.1 | -11 | -2 | 1 | -5 | -0.5

Screening results: PubChem BioAssay, several laboratories

Only part of the results is shown; rates above refer to the full screens.
